KDM4E inh: qHTS Assay for Inhibitors of Human Jumonji Domain Containing 2E (JMJD2E); Lysine-specific demethylase 4E (Homo sapiens), B2RXH2; JMJD2E catalytic domain, FDH-coupled NADH fluorescence (FDH is formaldehyde dehydrogenase); Potency, µM (highest dose often 57.1 µM), inactives show top-dose activity change, negative = inhibition, actives largely listed as inhibitors; 1.6% of 230,000 active; AID 2147, 2009; active = well fitted inhibition curve with a large enough effect, not every such curve was filed as active; inconclusive = small, poorly fitted or top-dose-only effect, or another doubt; inactive = no such curve, though single readings can be large or run the other way;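 note: 0% = wells with enzyme and -100% = buffer wells without enzyme; nearly all actives have a fitted effect of over 50% in size; many of its hits are not listed in these tables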
Target sequence (B2RXH2 1-337 limits assumed): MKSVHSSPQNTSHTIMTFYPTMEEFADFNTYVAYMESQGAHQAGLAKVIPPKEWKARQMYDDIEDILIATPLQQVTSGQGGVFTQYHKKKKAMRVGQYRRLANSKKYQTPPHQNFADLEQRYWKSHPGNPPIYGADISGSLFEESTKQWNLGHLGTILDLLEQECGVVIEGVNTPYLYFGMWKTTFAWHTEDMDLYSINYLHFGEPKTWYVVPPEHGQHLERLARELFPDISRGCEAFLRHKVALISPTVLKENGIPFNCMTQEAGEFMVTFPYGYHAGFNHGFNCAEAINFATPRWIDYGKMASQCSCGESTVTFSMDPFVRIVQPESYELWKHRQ
Lamin A splicing: qHTS Assay for Modulators of Lamin A Splicing | HeLa LMNA splicing GFP/RFP minigene ratio, 48 h | Potency, µM (highest dose often 46.1 µM), for the others: top-dose ratio change, negative = inhibition, most hits filed as inhibitors | 0.01% of 200,000 active | AID 1487, 2009; active = well fitted inhibition curve with a large enough effect in the signal ratio, with a control signal flat, not every such curve was filed as active; inconclusive = small, poorly fitted or top-dose-only effect, or effect the other way, or a change in a side signal; the % refers to the signal ratio; note: % is set by controls: 0 for no effect and ±100 for the full control effect
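S3 HeLa cells stably expressing lamin A-EGFP splicing minigene plus DsRed2, 600 cells/well, 48 h compound exposure at 37C. Laser-scanning cytometry; analysed as GFP (500-530 nm)/RFP (575-640 nm) total intensity ratio; 0.5% DMSO vehicle.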
RGS12 GoLoco inh: qHTS Assay for Inhibitors of RGS12 GoLoco Motif Activity (Red Fluorophore); Guanine nucleotide-binding protein G(i) subunit alpha-1 (Homo sapiens), P63096; Gai1:RGS12 GoLoco peptide FP, rhodamine, 10 min; Potency, µM (doses to about 61.6 µM), for inactives: at the top dose activity, negative = inhibition, most hits filed as inhibitors; 0.44% of 230,000 active; AID 880, 2007; active = well fitted inhibition curve with a large enough effect, not every such curve was filed as active; inactive = no such curve, though single readings can be large or run the other way; note: % is set by controls: 0 for no effect and ±100 for the full control effect; nearly all actives have a fitted effect of over 30% in size; many of its hits are not listed in these tables
TRb SRC2 PPI: qHTS for Inhibitors of the Interaction of Thyroid Hormone Receptor and Steroid Receptor Coregulator 2; TRbeta-SRC2 peptide binding, fluorescence polarization; receptor liganded with 1 µM T3; Potency, µM (highest dose often 106 µM), for inactives: top-dose activity change, negative = inhibition, usual class: inhibitors; 0.065% of 280,000 active; AID 1469, 2008;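 note: plate controls were bound peptide for no effect and peptide without receptor for full effect; nearly all actives have a fitted effect of over 50% in size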
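Assay buffer: 20 mM Tris-HCl, 100 mM NaCl, 10% glycerol, 1 mM EDTA, 0.01% NP-40, 1 mM DTT, 1 uM T3, 5% DMSO; TRb LBD 0.6 uM, Texas Red SRC2 20 nM; FP after 5 hr.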
RECQ1 helicase: qHTS Assay for Inhibitors of RecQ-Like Dna Helicase 1 (RECQ1). ATP-dependent DNA helicase Q1 (Homo sapiens), P46063. RECQ1 DNA unwinding, red fluorescence kinetic read. Potency, µM (highest dose often 57.3 µM), for inactives: at the highest dose activity, negative = inhibition, hits mostly inhibitors. 0.54% of 240,000 active. AID 2549, 2010;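 note: plate controls were vehicle for no effect and no enzyme for full effect; nearly all actives have a fitted effect of over 30% in size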
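RECQ1T1 50 nM; forked duplex (20 bp + 30-nt ss tails) 200 nM, ATP 2 mM final; pH 8.0, 2 mM MgCl2, 2.5 ug/ml poly(dI-dC); 15 min compound preincubation; discontinuous kinetic read over 2 h at RT.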
SMN2 splice up: qHTS Assay for Enhancers of SMN2 Splice Variant Expression. HEK293 SMN2-luciferase splicing reporter, luminescence, 30-36 h. Potency, µM (titrated, usually from 46.1 µM), for inactives: at the highest dose activity change, positive = activation, most hits filed as activators. 2.8% of 210,000 active. AID 1458, 2008; note: % of control where 0% means no effect; nearly all actives have a fitted effect of over 55% in size
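qHTS luciferase splicing reporter: luminescence rises when SMN2 exon 7 is included in transfected HEK293 cells. Compound exposure lasted 30-36 h at 37C, with 4.5 mM final sodium butyrate as control, followed by a ONE-Glo read.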
ALDH1A1 inh: qHTS Assay for Inhibitors of Aldehyde Dehydrogenase 1 (ALDH1A1); Aldehyde dehydrogenase 1A1 (Homo sapiens), P00352; Purified ALDH1A1, NADH fluorescence, propionaldehyde substrate; Potency, µM (doses to about 75.3 µM), without a hit: top-dose activity, negative = inhibition, actives largely listed as inhibitors; 7.3% of 220,000 active; AID 1030, 2008; active = well fitted inhibition curve with a large enough effect, not every such curve was filed as active; inconclusive = small, poorly fitted or top-dose-only effect, or another doubt; inactive = no such curve, though single readings can be large or run the other way;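 note: plate controls were no enzyme wells and a reference inhibitor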
Target sequence (P00352 whole entry, looked up): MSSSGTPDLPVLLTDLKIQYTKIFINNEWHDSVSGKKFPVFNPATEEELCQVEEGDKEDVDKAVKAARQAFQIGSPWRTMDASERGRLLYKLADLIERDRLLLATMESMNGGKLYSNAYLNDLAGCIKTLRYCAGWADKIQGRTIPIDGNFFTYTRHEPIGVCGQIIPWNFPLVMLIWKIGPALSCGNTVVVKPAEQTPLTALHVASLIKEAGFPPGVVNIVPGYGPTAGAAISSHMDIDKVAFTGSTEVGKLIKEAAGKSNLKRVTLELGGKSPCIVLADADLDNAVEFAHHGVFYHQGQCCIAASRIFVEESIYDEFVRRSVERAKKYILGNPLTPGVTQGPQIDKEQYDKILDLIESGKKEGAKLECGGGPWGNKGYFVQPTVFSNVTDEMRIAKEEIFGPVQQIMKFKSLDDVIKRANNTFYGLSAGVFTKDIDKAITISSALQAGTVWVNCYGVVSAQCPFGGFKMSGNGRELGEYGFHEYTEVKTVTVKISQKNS
TR SRC2 fluor cs: Total Fluorescence Counterscreen for Inhibitors of the Interaction of Thyroid Hormone Receptor and Steroid Receptor Coregulator 2. Potency, µM (series often up to 106 µM), without a hit: at the highest dose fluorescence change, negative = quenching. TRb/SRC2 Texas Red total fluorescence interference. AID 1479, 2009. 0.29% of 280,000 active; active = well fitted curve in either direction with a large enough effect; inconclusive = small, poorly fitted or top-dose-only effect; note: % is set by controls: 0 for no effect and ±100 for the full control effect
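Flags fluorescent or light-absorbing compounds by total fluorescence, S + 2P, at 555 nm excitation and 632 nm emission. Mixture: 20 nM Texas Red SRC2 peptide, 0.6 uM human TRb LBD, 1 uM T3, 5% DMSO; compound exposure 5 h at ambient temperature.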
The depositor's hits bear a star; i = inactive; ? = inconclusive; / = not tested or not shown; & = joins results of further samples; [ ] = remark or other dose. Unless noted, calls come from the whole dose curve; as a rule, active = well fitted curve in the direction sought with a large enough effect; inconclusive = small, poorly fitted or top-dose-only effect, or another doubt; inactive = no such curve, though single readings can be large; an effect the other way counts as inactive or inconclusive. Potency is the fitted concentration of half-maximal effect.

SMILES	KDM4E inh	Lamin A splicing	RGS12 GoLoco inh	TRb SRC2 PPI	RECQ1 helicase	SMN2 splice up	ALDH1A1 inh	TR SRC2 fluor cs
O=C(c1cc(COc2ccc3ncccc3c2)on1)N1CCC(O)CC1	12%	?	11%	-7%	i	/	?	-2%
CN(C)C(=O)c1ccc(-c2ccc3ncnc(NC4CC4)c3c2)cc1	/	-4%	7%	/	i	/	1%	/
COc1ccc(C(C)=O)cc1CN1C(=O)NC2(CCCCCCC2)C1=O	5%	19%[46 µM]	11%	-8%	-3%	-46%[inhibitor]	6.3µM*	-2%
CCOP(=O)(OCC)c1nc(-c2ccccc2Cl)oc1N1CCOCC1	?	/	4%	-3%	7%	-1%	-16%	-1%
CCN(C(=O)CN1CCOCC1)C1(C)C(=O)c2ccccc2C1=O	3%	-6%	-7%	10%	1%	-2%	7%	1%
CCc1nnc(NC(=O)CSc2ccc(-c3nc4ccc(C)cc4[nH]3)cn2)s1	-1%	-13%	/	4%	-8%	/	?	-5%
O=C(O)c1cccc(S(=O)(=O)NCCC(c2ccccc2)c2ccccc2)c1	2%	3%[46 µM]	6%	1%	-1%	3%	5%	0%
Cc1ccsc1C(=CCCN1CCC[C@@H](C(=O)O)C1)c1sccc1C	/	?	4%	12%	/	/	/	-1%
O=C(C/C=N\O)Nc1ccc(Oc2ccccc2)cc1	-8%	1%[46 µM]	-1%	2%	-14%	7%	?	0%
Cc1ccc(NC(=O)NC(=O)CSc2nnc(-c3ccc(OC(F)F)cc3)n2N)c(C)c1	0%	6%	-1%	-8%	0%	-14%	-4%	2%
NC(=O)COc1ccc(-c2noc(COc3ccccc3[N+](=O)[O-])n2)cc1	-5%	/	5%	0%	-1%	1%	6%	-1%
COc1ccc2[nH]c(=O)c(-c3noc(-c4ccc(F)cc4)n3)cc2c1	-23%	-2%	10%	-19%	-10%	17%	-2%	1%
Cc1ccc(NC(=O)[C@@H](NC(=O)c2cccc(S(=O)(=O)N3CCOCC3)c2)C(C)C)cc1C	?	-9%	-4%	3%	-5%	-14%	6%	2%
CSc1c(SCc2ccccc2)cnn(-c2ccccc2)c1=O	-10%	?	13%	4%	-6%	-31%[inhibitor]	?	-3%
COc1ccc(Nc2cc(=O)n(C3CCCCC3)c(=O)[nH]2)c(OC)c1	7%	8%	0%	-7%	-1%	-2%	7.1µM*	-2%
Cc1ccc(S(=O)(=O)N2C(=O)CCC2C(=O)NCc2ccco2)cc1 (stereo not given)	1%	5%	3%	-2%	7%	11%	15%	0%
O=C(CCCc1c[nH]c2ccccc12)N1CCOCC1	-5%	15%	-6%	1%	-16%	15%	-2%	-6%
COC(=O)CC1=NN(c2nc3ccccc3s2)C(=O)/C1=C/N(C)C	-1%	-11%[46 µM]	-9%	-4%	-3%	2%	4%	1%
Cc1ccc(C2OCC3(CO)COC(c4ccc(C)cc4)N23)cc1 (stereo not given)	3%	?	-14%	15%	-1%	?	4.5µM*	0%
Clc1ccc(OCCSc2ncccn2)c2ccccc12	-3%	?	0%	-6%	-4%	-5%	?	0%
CN(CC(=O)NCc1ccccc1Cl)CC(=O)Nc1cccc(F)c1	11%	/	2%	-5%	-1%	-16%	-2%	-2%
Cc1[nH]c2ccccc2c1C(=O)NS(=O)(=O)Nc1ccccc1	3%	/	4%	1%	-13%	9%	10%	-1%
CCOc1c(Cl)cc(C2NC(=O)NC(C)=C2C(=O)NCc2ccccc2)cc1OC (stereo not given)	0%	-6%	4%	-8%	-9%	-15%	3%	-5%
O=C(COC(=O)C1CCN(S(=O)(=O)c2ccccc2)CC1)NC(=O)c1ccc(OC(F)F)cc1	3%	-8%	8%	-4%	-2%	-5%[1.84 µM]	4%	-1%

Rewritten with bars between the fields: ten of the compounds above
molecule | KDM4E inh | Lamin A splicing | RGS12 GoLoco inh | TRb SRC2 PPI | RECQ1 helicase | SMN2 splice up | ALDH1A1 inh | TR SRC2 fluor cs
COc1ccc(Nc2cc(=O)n(C3CCCCC3)c(=O)[nH]2)c(OC)c1 | 7% | 8% | 0% | -7% | -1% | -2% | 7.1µM* | -2%
Cc1ccc(S(=O)(=O)N2C(=O)CCC2C(=O)NCc2ccco2)cc1 (stereo not given) | 1% | 5% | 3% | -2% | 7% | 11% | 15% | 0%
O=C(CCCc1c[nH]c2ccccc12)N1CCOCC1 | -5% | 15% | -6% | 1% | -16% | 15% | -2% | -6%
COC(=O)CC1=NN(c2nc3ccccc3s2)C(=O)/C1=C/N(C)C | -1% | -11%[46 µM] | -9% | -4% | -3% | 2% | 4% | 1%
Cc1ccc(C2OCC3(CO)COC(c4ccc(C)cc4)N23)cc1 (stereo not given) | 3% | ? | -14% | 15% | -1% | ? | 4.5µM* | 0%
Clc1ccc(OCCSc2ncccn2)c2ccccc12 | -3% | ? | 0% | -6% | -4% | -5% | ? | 0%
CN(CC(=O)NCc1ccccc1Cl)CC(=O)Nc1cccc(F)c1 | 11% | / | 2% | -5% | -1% | -16% | -2% | -2%
Cc1[nH]c2ccccc2c1C(=O)NS(=O)(=O)Nc1ccccc1 | 3% | / | 4% | 1% | -13% | 9% | 10% | -1%
CCOc1c(Cl)cc(C2NC(=O)NC(C)=C2C(=O)NCc2ccccc2)cc1OC (stereo not given) | 0% | -6% | 4% | -8% | -9% | -15% | 3% | -5%
O=C(COC(=O)C1CCN(S(=O)(=O)c2ccccc2)CC1)NC(=O)c1ccc(OC(F)F)cc1 | 3% | -8% | 8% | -4% | -2% | -5%[1.84 µM] | 4% | -1%

(cont.)
SMILES	KDM4E inh	Lamin A splicing	RGS12 GoLoco inh	TRb SRC2 PPI	RECQ1 helicase	SMN2 splice up	ALDH1A1 inh	TR SRC2 fluor cs
CN(C)/C=C/C(=O)c1ccc(Oc2ncccn2)cc1	-3%	?	11%	-5%	28%	15%	-6%	-1%
CCN(CC)CCOC(=O)C12CC3CC(CC(C3)C1)C2	1%	-3%	/	-5%	-11%	/	1%	-1%
N=C1C(c2nc(-c3ccc(Cl)cc3)cs2)=C(O)CN1CCCN1CCOCC1	9%	-4%	14%	8%	-4%	7%	-8%	-11%
CC1=N/C(=C/c2ccco2)C(=O)O1	?	?	5%	-2%	?	-16%	-9%	-10%
C=CCN1C(=O)/C(=C2/Sc3ccc(OC)cc3N2C)SC1=Nc1ccc(OC)cc1	2%	-3%[46 µM]	5%	-4%	i	11%	7%	3%
O=C(O)Cc1ccc(-n2cccc2)cc1	-6%	/	5%	-5%	-1%	/	10%	0%
COc1ccc(OC)c2c(C)cc(N3CCN(C(=O)c4ccc(C)cc4)CC3)nc12	?	?	-8%	3%	21%	-14%	?	-3%
Cc1ccc(-c2nnn(CCC(=O)Nc3ccc4c(c3)OCO4)n2)cc1	13%	?	3%	6%	-7%	10%	?	-3%
Cc1ccccc1C(=O)Nc1ccc(Cl)cn1	4%	-3%	4%	-2%	-3%	29%	-2%	-3%
COc1ccccc1CNC(=O)c1cccc(NC(=O)c2ccccc2)c1	-18%	-23%[46 µM]	5%	-2%	-3%	-3%	-6%	-5%
CN1C(=O)S/C(=C\c2ccc(-n3cncn3)cc2)C1=O	-15%	/	-3%	1%	i	/	-1%	-1%
COc1ccc(O)c(-c2cc(-c3ccccc3[N+](=O)[O-])[nH]n2)c1	-2%	-7%	7%	0%	-6%	17%	0%	-5%
CCn1c(SCC(=O)NCc2ccco2)nnc1-c1cccs1	?	-2%	-3%	8%	-5%	/	8.9µM*	3%
CC(C)(C)[Si](OCC[C@@H]1C[C@@]1(C)[C@@H](NP(=O)(c1ccccc1)c1ccccc1)c1ccccc1)(c1ccccc1)c1ccccc1	3%&3%	3%	-2%&1%	5%&5%	-13%&-5%	-58%&3%[inhibitor]	7%&13%	0%&-1%
O=C(O)c1cccc(NC(=S)NC(=O)C(c2ccccc2)c2ccccc2)c1	4%	-5%	/	-2%	26%	/	?	-1%
COc1ccc(-c2nn(-c3ccccc3)cc2C(=O)N2c3ccc(C)cc3C3CN(C)CCC32)cc1 (stereo not given)	-12%	-19%[46 µM]	7%	4%	i	-4%	1%	-2%
Cc1ccc(-c2nnc(-c3ccc(NC(=O)c4cccs4)cc3)o2)cc1	?	27%	3%	-3%	-14%	-11%	?	4%
CCc1nc(C)cn1S(=O)(=O)c1cc(C)c(OC)c(C)c1C	3%	?	5%	-13%	-2%	-75%[inhibitor]	25µM*	-2%
COc1ccc(OC)c(/C=N/NC(=O)CCc2n[nH]c(=O)[nH]c2=O)c1	?	/	12%	-8%	i	-13%	?	-1%
O=C(O)COc1ccc(/C=N/NC(=O)c2ccccc2Br)cc1	-11%	/	1%	-9%	-8%	/	?	-3%

High-throughput results as filed in PubChem.

Only part of the results is shown, so the mix of outcomes need not match the whole.
